# Assay outcomes as filed in PubChem.
# FLuc act counter: firefly luciferase counter-screen for stimulation assays; ATPlite luciferase biochemical, luminescence, 10 min; 0 = ATP-free wells, 1 = DMSO control; activation factor at 10 µM; AID 1027; 200,000 tested, under 10 active;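 active = luciferase activation factor, scaled between plate controls, of at least 2 with compound at 10 µM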
# Target sequence (P08659 whole entry, looked up): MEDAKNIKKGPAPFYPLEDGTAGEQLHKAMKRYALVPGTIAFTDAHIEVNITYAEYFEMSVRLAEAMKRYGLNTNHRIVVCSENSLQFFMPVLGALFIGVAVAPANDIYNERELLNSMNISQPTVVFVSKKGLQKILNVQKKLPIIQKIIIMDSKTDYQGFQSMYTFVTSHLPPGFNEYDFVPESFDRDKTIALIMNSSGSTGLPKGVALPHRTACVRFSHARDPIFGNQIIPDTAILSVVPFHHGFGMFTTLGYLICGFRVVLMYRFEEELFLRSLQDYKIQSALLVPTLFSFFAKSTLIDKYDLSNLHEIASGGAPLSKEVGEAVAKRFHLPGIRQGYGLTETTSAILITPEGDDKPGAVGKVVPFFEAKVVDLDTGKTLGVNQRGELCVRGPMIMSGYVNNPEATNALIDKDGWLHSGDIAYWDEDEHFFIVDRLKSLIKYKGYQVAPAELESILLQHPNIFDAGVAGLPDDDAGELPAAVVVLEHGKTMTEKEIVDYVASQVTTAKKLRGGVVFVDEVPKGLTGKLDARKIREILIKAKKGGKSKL
#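 Material: Luciferase/luciferin reagent mix | Doses: Test compounds dosed from 2 mM stocks in 100% DMSO | Timing: 10 min incubation after luciferase reagent addition, room temperature | Measured by: Luminescence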
# NF-kB expr up: raises NF-kB expression in human neuronal cells; fold change at 12.5 µM; NF-kB reporter expression; stronger effect = higher value; hit rate 1.6% among 190,000; in the data active = fold change above about 3.3
# TLR4-MyD88 BLA: TLR4-MyD88 interaction inhibition in cells. O00206+Q99836. hit rate 0.18% among 200,000. HeLa CL3-4 TLR4/MyD88 BLA complementation, FRET ratio. inhibition, % at 8.4 µM; in the data active = inhibition above about 25%;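 note: 0% = vehicle and 100% = reference inhibitor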
# Diaphorase inh: counter-screen for diaphorase-based assays: diaphorase inhibitors and chemical oxidizers. diaphorase resazurin-to-resorufin fluorescence, NADH, 16 min; bacterial (C. kluyveri) enzyme, not human. hit rate 0.69% among 190,000. inhibition, % at 20 µM;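 active = primary screen inhibition at 20 µM above a set limit, cut at about 50% in these data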;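 note: plate controls were DMSO with full reaction for no effect and wells lacking NADH for full effect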
#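 Test system: diaphorase enzyme from Clostridium kluyveri; amount: diaphorase at 0.14 U/mL in enzyme working solution; detection: fluorescence of resorufin formed from resazurin, Ex 544/Em 590 nm; times: reaction incubation of 16 min at room temperature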
# APP 5UTR inh: APP translation inhibition; SH-SY5Y APP 5'UTR-luciferase reporter, luminescence; inhibition, % at 2 µM; hit rate 0.82% among 190,000; AID 1285;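 active = inhibition above a set limit, derived from the sample mean plus 3 SD, cut at about 45% in these data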; note: values of inactives mirror those of a sister screen read the other way
# FLuc inhib CS: inhibits firefly luciferase, flagging false hits in luciferase inhibition screens | ATPLite firefly luciferase biochemical luminescence, 10 min | inhibition, % at 10 µM | hit rate 1.5% among 200,000 | AID 1006;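 active = inhibition above about 50% when tested at 10 µM, limit read from the data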
# STAT1 act: increases IFN-gamma driven STAT1 reporter signal | NIH 3T3 STAT1-luciferase reporter, luminescence; 100% = IFN-gamma alone, no compound | activation (% of control), % at 5.5 µM | hit rate 2.6% among 200,000 | AID 932;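 active = activation above the screen-wide mean activation plus 3 SD, cut at about 130% in these data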;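 note: raw ratio to IFN-gamma control signal so 100% means no change and 0% no light; values of inactives mirror those of a sister screen read the other way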
# Diaph act CS: diaphorase activation or chemical reduction counter-screen | hit rate 0.005% among 190,000 | AID 1229 | Diaphorase/resazurin coupled assay, resorufin fluorescence, 16 min; stronger effect = higher value; 1 = vehicle wells, 0 = NADH-free wells | activation factor at 20 µM;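 active = diaphorase activity raised at least twofold by the compound at 20 µM; inactive = activation factor below 2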
#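 Material: bacterial diaphorase enzyme (C. kluyveri); amount: enzyme 0.07 U/mL final; reagent: NADH substrate 0.114 mM plus resazurin dye 0.1 mM, final; doses: single compound dose of 20 µM, 1% DMSO final; timing: 16 min enzyme reaction, ambient temperature; measured by: fluorescence of resorufin, 544 nm excitation, 590 nm emission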
# APP 5'UTR act: APP 5'UTR luciferase reporter activation; SH-SY5Y APP 5'UTR luciferase reporter, luminescence; zero percent = DMSO vehicle wells; hit rate 1% among 190,000; AID 1276; activation, % at 2 µM;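 active = activation above a set limit, based on mean plus 3 SD of controls, cut at about 140% in these data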; note: values of inactives mirror those of a sister screen read the other way
# G6PDH counter: counter-screen for G6PDH assay hits: L. mesenteroides G6PDH inhibition. inhibition, % at 5 µM. Purified L. mesenteroides G6PDH, diaphorase/resazurin coupled fluorescence, 45 min. hit rate 0.12% among 200,000; in the data active = inhibition above about 50%
# * hit, by the source's call; x = no result given. Hits appear at their usual frequency; overall some 5.6% were active at least once.
# Every second line gives: FLuc act counter	NF-kB expr up	TLR4-MyD88 BLA	Diaphorase inh	APP 5UTR inh	FLuc inhib CS	STAT1 act	Diaph act CS	APP 5'UTR act	G6PDH counter
1	CC1(C)SCC2C(=O)N3C(CSC3(C)C)C(=O)N21 (stereo unspecified)
→ 1.1	1.1	5	17	5	-7	96	0.8	-5	-4
2	O=c1c2ccccc2oc2nc(-c3cccs3)n(CCc3ccccc3)c(=O)c12
→ 1.1	1.1	4	28	-18	-6	102	0.7	18	3
3	Nc1nnc(-c2cccnc2)s1
→ 1	1.3	2	4	12	1	102	1	-12	-1
4	COC(=O)c1ccc(CSc2nnc(-c3ccncc3)o2)o1
→ 1.1	1.2	2	33	-8	-7	89	0.7	8	3
5	Cc1cccc(C)c1NC(=O)CSc1nnc(-c2ccco2)c(-c2ccco2)n1
→ 1	0.98	21	48	2	4	85	0.5	-2	24
6	N#CCSc1nnc(-c2cccnc2)n1-c1ccccc1
→ 1	1	6	2	4	-3	104	1	-4	4
7	N=c1cc(C2(O)CCCCC2)n2c(nc3ccccc32)s1
→ 0.1	4.1*	4	24	-185	94*	114	0.8	185*	1
8	O=C(COC(=O)Cc1cn2ccsc2n1)Nc1nc2ccccc2s1
→ 1	1.3	-19	20	-6	-4	113	0.8	6	4
9	O=C1c2ccccc2C(=O)N1CCCc1c[nH]c2ccccc12
→ 1	1.3	5	15	-10	-2	112	0.8	10	8
10	COc1ccc(-c2noc(CCC(=O)N3CCN(c4cccc(C(F)(F)F)c4)CC3)n2)cc1
→ 1.1	0.75	1	10	-9	-6	97	0.9	9	1
11	O=C(COc1cccnc1[N+](=O)[O-])N1CCc2ccccc21
→ 1	1.4	3	0	-33	1	105	1	33	-2
12	c1ccc(CCCNCC2COc3ccccc3O2)cc1 (stereo unspecified)
→ 1.1	1	-2	4	73*	-6	101	1	-73	2
13	O=C(NCc1ccc(Cl)cc1)C(=O)NCC1OCCN1C(=O)c1cccs1 (stereo unspecified)
→ 1.1	0.89	10	9	-20	-5	102	0.9	19	-10
14	Cc1ccccc1NC(=S)c1nc2ccccc2[nH]1
→ 0.6	1.9	-11	-1	12	36	123	1	-12	8
15	Cc1ccc(S(=O)(=O)N(C)Cc2nc(-c3ccccn3)no2)cc1
→ 1.1	0.78	2	2	12	-8	106	1	-12	4
16	CCC(=O)Nc1ccc(C(=O)OCc2ccc(Cl)c(Cl)c2)cc1
→ 1	1	-19	23	-13	-4	98	0.8	13	-19
17	COc1ccc(-n2c(-c3ccc(F)cc3)cnc2SCC(=O)NCc2ccco2)cc1
→ 1	1	-1	27	-3	-5	110	0.7	3	-2
18	CC(C)(CNC(=O)C1CCCN1C(=O)c1cccs1)N1CCOCC1 (stereo unspecified)
→ 1	0.97	-5	3	4	-5	101	1	-4	-2
19	O=C(CC(C(=O)N1CCc2ccccc21)n1ccnc1)NCc1ccccc1 (stereo unspecified)
→ 1	0.96	-4	11	0	-3	97	0.9	0	11
20	CCCC(=O)Nc1nc2c(OC)ccc(OC)c2s1
→ 1.1	1.2	-15	-3	x	-6	99	1	x	-2
21	COc1ccc(N(C)C(=O)c2onc3c2CCCC3)cc1
→ 1.1	0.96	-2	2	0	-8	104	1	0	11
22	COc1cccc(N2CCN(Cc3nc(N)nc(Nc4ccccc4OC)n3)CC2)c1
→ 1	1	-4	15	2	0	92	0.8	-2	-3
23	Cc1ccc(S(=O)(=O)NN2C(=O)c3ccccc3NC2C)cc1 (stereo unspecified)
→ 1	0.85	-11	7	-7	0	97	0.9	7	-6
24	Cc1ccccc1NC(=O)COC(=O)c1cc(=O)c2ccccc2o1
→ 1.1	1.2	5	3	-2	-9	110	1	2	1
25	Cc1c(S(=O)(=O)Nc2cc(Cl)ccc2Cl)c(=O)n(C)c(=O)n1C
→ 1	1.3	5	-1	-2	-1	95	1	2	-1
26	COCCCN1CCc2[nH]c(=S)[nH]c(=O)c2C1
→ 1.1	1.1	4	6	-6	-8	97	0.9	6	-5
27	COc1ccc(NCc2nnc(SCC(=O)Nc3ccc(OC)cc3)n2C)cc1
→ 1	1.2	9	4	1	-3	107	1	-1	3
28	CCCCNC(=O)c1cccc2c(=O)c(C)c(-c3ccccc3)oc12
→ 1	0.66	-8	5	-12	-5	96	0.9	12	-19
29	NC(=O)/C(=C/c1ccc2c(c1)OCO2)NC(=O)c1ccco1
→ 1	0.96	1	9	4	-3	102	0.9	-4	2
30	Cc1ccccc1C(=O)N1CCC(C(=O)Nc2cccc(F)c2)CC1
→ 1	1	11	-5	0	-5	100	1.1	0	4
31	CN(Cc1ccccc1)C(=O)COC(=O)c1ccc2ccccc2n1
→ 1	1.1	0	4	5	3	101	1	-5	1
32	O=C(O)CCSc1nnc(-c2ccncc2)n1-c1ccccc1
→ 1.1	1	11	-1	1	-8	107	1	-1	1
33	CCOC(=O)c1nnn(-c2nc(OC)nc(N(C)C)n2)c1-c1ccccc1
→ 1	0.98	-1	6	-11	-3	91	0.9	11	-2
34	COc1ccc(OC)c(-c2nnc(NC(=O)C(C)Sc3nncn3C)s2)c1 (stereo unspecified)
→ 1	1.1	6	12	8	-4	101	0.9	-8	-37
35	CS(=O)(=O)NN1C(=O)c2ccccc2NC1c1ccccc1 (stereo unspecified)
→ 1	1.2	5	2	-5	-1	98	1	5	4
36	O=S(=O)(c1ccc(Cl)c2ccccc12)N1CCCC1
→ 1	0.83	12	x	2	-3	98	x	-2	10
37	COc1cc(Br)cc(C=Nc2cccc(C(F)(F)F)c2)c1O
→ 1	1.1	3	13	-9	-4	110	0.9	9	18
38	CCNC(=S)Nc1cc(OCC)c(NC(=O)c2ccco2)cc1OCC
→ 1.1	1.1	-4	20	-8	-10	96	0.8	8	6
39	Cc1onc(-c2ccccc2Cl)c1C(=O)NCc1ccc(N2CCCC2=O)cc1
→ 1	0.98	3	10	0	-2	94	0.9	-1	4
40	COc1ccccc1/C=C\C=N\n1c(C2CCCCC2)n[nH]c1=S
→ 1.1	1.3	-1	9	-4	-7	103	0.9	4	6
41	COc1ccc([N+](=O)[O-])cc1NC(=O)CC(C)c1ccccc1 (stereo unspecified)
→ 1.1	0.94	-15	22	-5	-10	104	0.8	5	9
42	C/C(=N\NC(=O)c1ccc(Cl)c(Cl)c1)c1ccc(Br)s1
→ 1	1.1	4	1	52*	-1	108	1	-52	8
43	CC1(C)CC2CC(C)(CN2Cc2c(O)ccc3ccccc23)C1 (stereo unspecified)
→ 1	1.3	-4	37	4	1	91	0.6	-4	21
44	O=C(c1ccccc1F)N1CCc2ccccc21
→ 1	x	-22	10	9	-2	95	0.9	-9	2
45	O=C(NCc1ccco1)C(c1ccncc1)N(CCC1=CCCCC1)C(=O)Cn1nnc2ccccc21 (stereo unspecified)
→ 1.1	0.97	-7	29	1	-7	101	0.7	-1	4
46	CCOc1ccc(NCc2nnc(SCc3ccc(Cl)cc3)n2-c2ccccc2)cc1
→ 1.1	1.1	9	25	-1	-8	97	0.8	1	10
47	Cc1ccc(SCC(=O)c2sc(-c3ccccc3)nc2C)cc1
→ 1	1.1	-3	20	0	1	102	0.8	0	-11
48	O=C(CCSCCC(=O)NCc1ccco1)NCc1ccco1
→ 1.1	0.96	18	42	-12	-8	110	0.6	12	-7
49	CC(C)NS(=O)(=O)c1ccc(CCC(=O)NCc2ccncc2)cc1
→ 1	1.1	1	-10	6	-3	104	1.1	-6	6
50	CCCCCn1c(CN2CCN(C)CC2)nc2c1c(=O)n(C)c(=O)n2C
→ 1	1.5	-1	8	13	0	94	0.9	-13	-1

# Nos. 36 to 48 from above:
# Every second line gives: FLuc act counter	NF-kB expr up	TLR4-MyD88 BLA	Diaphorase inh	APP 5UTR inh	FLuc inhib CS	STAT1 act	Diaph act CS	APP 5'UTR act	G6PDH counter
36	O=S(=O)(c1ccc(Cl)c2ccccc12)N1CCCC1
→ 1	0.83	12	x	2	-3	98	x	-2	10
37	COc1cc(Br)cc(C=Nc2cccc(C(F)(F)F)c2)c1O
→ 1	1.1	3	13	-9	-4	110	0.9	9	18
38	CCNC(=S)Nc1cc(OCC)c(NC(=O)c2ccco2)cc1OCC
→ 1.1	1.1	-4	20	-8	-10	96	0.8	8	6
39	Cc1onc(-c2ccccc2Cl)c1C(=O)NCc1ccc(N2CCCC2=O)cc1
→ 1	0.98	3	10	0	-2	94	0.9	-1	4
40	COc1ccccc1/C=C\C=N\n1c(C2CCCCC2)n[nH]c1=S
→ 1.1	1.3	-1	9	-4	-7	103	0.9	4	6
41	COc1ccc([N+](=O)[O-])cc1NC(=O)CC(C)c1ccccc1 (stereo unspecified)
→ 1.1	0.94	-15	22	-5	-10	104	0.8	5	9
42	C/C(=N\NC(=O)c1ccc(Cl)c(Cl)c1)c1ccc(Br)s1
→ 1	1.1	4	1	52*	-1	108	1	-52	8
43	CC1(C)CC2CC(C)(CN2Cc2c(O)ccc3ccccc23)C1 (stereo unspecified)
→ 1	1.3	-4	37	4	1	91	0.6	-4	21
44	O=C(c1ccccc1F)N1CCc2ccccc21
→ 1	x	-22	10	9	-2	95	0.9	-9	2
45	O=C(NCc1ccco1)C(c1ccncc1)N(CCC1=CCCCC1)C(=O)Cn1nnc2ccccc21 (stereo unspecified)
→ 1.1	0.97	-7	29	1	-7	101	0.7	-1	4
46	CCOc1ccc(NCc2nnc(SCc3ccc(Cl)cc3)n2-c2ccccc2)cc1
→ 1.1	1.1	9	25	-1	-8	97	0.8	1	10
47	Cc1ccc(SCC(=O)c2sc(-c3ccccc3)nc2C)cc1
→ 1	1.1	-3	20	0	1	102	0.8	0	-11
48	O=C(CCSCCC(=O)NCc1ccco1)NCc1ccco1
→ 1.1	0.96	18	42	-12	-8	110	0.6	12	-7

# (next part)
# Every second line gives: FLuc act counter	NF-kB expr up	TLR4-MyD88 BLA	Diaphorase inh	APP 5UTR inh	FLuc inhib CS	STAT1 act	Diaph act CS	APP 5'UTR act	G6PDH counter
51	Cc1cc(O)ccc1N/C=C(\C#N)c1nc2ccccc2o1
→ 1	1.5	-5	-4	-11	2	97	1	11	-31
52	Cc1ccc(S(=O)(=O)N2CCC(C(=O)Nc3ccc4c(c3)COC4=O)CC2)cc1
→ 1	1.1	-15	-1	14	1	96	1	-14	-3
53	O=C(NC1CCCCC1)c1ccc(CNc2ccccc2)o1
→ 1	1.5	-17	18	-4	-2	92	0.8	4	5
54	CCC1c2ccc(C)n2CCN1C(=O)Nc1ccc(F)cc1 (stereo unspecified)
→ 1	1.3	-3	10	-13	-3	99	0.9	13	-1
55	O=C(CN(Cc1ccc2c(c1)OCO2)C(=O)CNC(=O)c1ccco1)NC1CCCCC1
→ 1	0.96	10	17	7	-1	105	0.8	-7	12
56	CCOc1ccc(/C=N/OCC(=O)Nc2cc(C)on2)cc1
→ 1	1.1	-14	7	-30	1	106	0.9	30	-1
57	N#Cc1c(Cl)cccc1-n1ccnc1
→ 1.1	0.93	9	8	-4	-5	100	0.9	4	6
58	COc1ccc(-n2nnnc2SCC(=O)NCCc2ccccc2)cc1OC
→ 1.1	0.97	8	5	-6	-5	97	1	6	8
